# GLP1R inv ag – inverse agonists of human GLP-1 receptor; P43220; HEK293 GLP-1R CRE-luciferase, luminescence, 24 h; GLP-1R form is constitutively active; Potency, µM (doses to about 38.3 µM), inactives show at the top dose activity change, negative = inhibition, hits mostly inhibitors; hit rate 1.6% among 410,000; further: potency means the concentration at half of the fitted maximal effect; on the % scale 0 is the no-effect control and ±100 the full control effect; nearly all actives have a fitted effect of over 55% in size
# Target sequence (P43220 whole entry, looked up): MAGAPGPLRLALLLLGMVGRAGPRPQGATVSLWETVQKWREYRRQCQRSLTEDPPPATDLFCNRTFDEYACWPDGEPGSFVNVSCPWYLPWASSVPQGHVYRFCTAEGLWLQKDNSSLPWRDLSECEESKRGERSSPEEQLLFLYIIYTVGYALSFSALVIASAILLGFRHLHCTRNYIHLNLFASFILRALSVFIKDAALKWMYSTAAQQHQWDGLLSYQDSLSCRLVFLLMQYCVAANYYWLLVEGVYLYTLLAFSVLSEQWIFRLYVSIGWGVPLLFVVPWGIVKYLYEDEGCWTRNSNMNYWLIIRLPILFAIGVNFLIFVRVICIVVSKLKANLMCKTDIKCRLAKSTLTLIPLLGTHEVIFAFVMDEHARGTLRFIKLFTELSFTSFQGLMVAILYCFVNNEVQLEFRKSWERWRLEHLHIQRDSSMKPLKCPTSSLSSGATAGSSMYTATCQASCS
#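 HEK293 cells stably co-expressing a cAMP-responsive luciferase reporter and constitutively active GLP-1R were seeded, incubated 12 h, then exposed to compounds for 24 h at 37 C. Luminescence was read 12 min after detection reagent; inverse agonists lower signal.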
# HEK293 tox – cytotoxic in the GLP-1 receptor inverse agonist counter-screen; HEK293 cAMP-luciferase reporter cells, luminescence, 24 h; Potency, µM (titrated, usually from 38.3 µM), without a hit: at the highest dose activity change, negative = inhibition, usual class: inhibitors; hit rate 0.13% among 410,000;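 further: loss of luciferase light is scored as toxicity; potency means the concentration at half of the fitted maximal effect; on the % scale 0 is the no-effect control and ±100 the full control effect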
#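 Luminescence readout: signal drop marks cytotoxicity. Plated cells grew 12 h at 37 °C, 5% CO2, received 23 nL compound for 24 h, then got luciferase reagent, read after 12 min at RT.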
# PTHR1 agonist – PTHR1 (human) receptor agonism; hit rate 0.075% among 410,000; Potency, µM (highest dose often 115 µM), inactives show at the highest dose activation, usual class: activators; AID 743266; Q03431; HEK293 GP2 PTHR1 cells, GloSensor cAMP luminescence, 1 h; further: potency means the concentration at half of the fitted maximal effect; nearly all actives have a fitted effect of over 55% in size; some results filed as inactive show a strong effect at the top dose; inactives centre near -15; many of its hits are not listed in these tables
#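 HEK-293-derived GP2 cells expressing PTHR1 and a GloSensor cAMP reporter, 3,000/well, plated overnight, given luciferin plus IBMX (each 0.5 mM as added) for 1 h at 37 °C, then compound for 1 h at 37 °C. Luminescence was read after 15 min at room temperature.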
# KB-V1 MDR tox – KB-V1 MDR subline cytotoxicity. KB-V1 MDR cells viability, CellTiter-Glo, 72 h. Potency, µM (titrated, usually from 46.1 µM), for the others: at the top dose activity change, negative = cytotoxicity, actives largely listed as cytotoxic. hit rate 3.4% among 400,000. AID 1347076; further: potency means the concentration at half of the fitted maximal effect; on the % scale 0 is the no-effect control and ±100 the full control effect; nearly all actives have a fitted effect of over 60% in size
#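 Drug-selected KB-V1 cells, grown in DMEM lacking phenol red with 10% FBS, receive compound titrations; after three days at 37 degrees C, surviving cell ATP is quantified by CellTiter-Glo luminescence and responses normalized and curve-fitted.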
# GLP1R ag – GLP-1 receptor (human) agonism. P43220. Potency, µM (doses to about 45.6 µM), for inactives: top-dose activation, most hits filed as activators. HEK293 GLP-1R CRE-luciferase, luminescence, 4-6 h; cells express a hypersensitive GLP-1R form. hit rate 0.007% among 380,000; further: potency means the concentration at half of the fitted maximal effect; % of control where 0% means no effect
# aSyn yeast inh – alpha-synuclein toxicity inhibition in yeast | Yeast expressing alpha-synuclein, growth rescue, BacTiter-Glo, 24 h | Potency, µM (titrated, usually from 46.1 µM), inactives show at the highest dose growth rescue (activation), hits mostly activators | hit rate 0.14% among 370,000 | AID 652106; further: potency means the concentration at half of the fitted maximal effect; % of control where 0% means no effect; nearly all actives have a fitted effect of over 65% in size
#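 Screening used galactose-induced yeast with toxic alpha-synuclein levels, exposed to compound for 24 hr at 30 deg C. Cell growth, read with BacTiter-Glo luminescence, gave the measured signal.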
# TDP43 rescue – inhibitors of TDP-43 toxicity in yeast; Potency, µM (series often up to 46.1 µM), for the others: top-dose growth rescue (activation), hits mostly activators; AID 652104; hit rate 1.8% among 410,000; TDP-43 expressing yeast growth rescue, BacTiter-Glo, 24 h; further: potency means the concentration at half of the fitted maximal effect; % of control where 0% means no effect; nearly all actives have a fitted effect of over 50% in size
#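 Luminescence from BacTiter-Glo reports growth of TDP-43-expressing yeast after 24 hr at 30 deg C with compound. Cells were raffinose-pregrown to mid-log, then seeded in galactose medium at OD600=0.02.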
# DRD3 antagonist – antagonists of human D3 dopamine receptor; max response, negative = inhibition, %; P35462; hit rate 2.5% among 360,000; D3R cells, DiscoveRx beta-arrestin luminescence, antagonist mode; stronger effect = lower value; in the data active means max response below about -50%; inconclusive means no clear call, values can overlap the other calls; further: on the % scale 0 is the no-effect control and ±100 the full control effect; mostly tested at two doses, the higher about 12 µM
# Target sequence (P35462 whole entry, looked up): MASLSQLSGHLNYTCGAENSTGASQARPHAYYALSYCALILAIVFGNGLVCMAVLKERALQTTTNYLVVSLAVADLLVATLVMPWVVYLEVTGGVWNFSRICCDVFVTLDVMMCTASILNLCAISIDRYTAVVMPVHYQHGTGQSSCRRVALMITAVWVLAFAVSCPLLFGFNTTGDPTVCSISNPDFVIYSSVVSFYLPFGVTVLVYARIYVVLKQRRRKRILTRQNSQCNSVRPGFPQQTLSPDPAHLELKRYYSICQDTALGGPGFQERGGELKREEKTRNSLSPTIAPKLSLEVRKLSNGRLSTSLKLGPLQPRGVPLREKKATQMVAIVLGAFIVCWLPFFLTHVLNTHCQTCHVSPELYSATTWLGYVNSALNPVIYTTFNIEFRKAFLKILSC
#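 Cells expressing the human receptor were seeded at 1500 cells/well, incubated overnight at 37 degrees C in 5% CO2, then exposed to library compounds with dopamine controls for 90 minutes at 37 degrees C before luminescent detection.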
# D3 ag – activates the human D3 dopamine receptor | P35462 | D3R DiscoveRx beta-arrestin cells, luminescence, 90 min | max activation, % | hit rate 0.58% among 410,000; in the data active means max activation above about 30%; further: 0% is about no effect; mostly tested at two doses, the higher about 12 µM
#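 Agonist-mode cell screen: cells plated at 1500/well and incubated overnight at 37 °C, then exposed to library compounds for 90 min at 37 °C. Detection reagent was added for 30–60 min at room temperature, and luminescence was read.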
# An asterisk follows results filed as active; i = inactive; u = inconclusive; x = no result given; & = joins results of further samples; [ ] = remark or other dose. Unless noted, the call rests on the fitted dose curve; in most records, active means well fitted curve in the direction sought with a large enough effect; inconclusive means small, poorly fitted or top-dose-only effect, or another doubt; inactive means no such curve, though single readings can be large; an effect the other way counts as inactive or inconclusive. These rows are one share of the data; the hit share may differ from the screen's.
structure,aSyn yeast inh,D3 ag,TDP43 rescue,HEK293 tox,PTHR1 agonist,GLP1R inv ag,KB-V1 MDR tox,GLP1R ag,DRD3 antagonist
C[C@]12CCC3C(C1CCC2=O)[C@H](O)C[C@H]1C[C@@H](O)CC[C@]31C (some centres not stated),-2%,1,-6%,15%,-2%,16%,u,0%,12
O=c1[nH]c(=O)n(CCC2=CCCCC2)c(O)c1C=NCc1cccnc1,1%,5,1%,12%,-5%[57.5 µM],0%,7%,14%,7
Cc1nn(-c2ccccc2)c(Cl)c1/C=C(\CC(=O)O)c1nc2ccccc2s1,-57%[inhibitor],-8,-90%[inhibitor],-13%,i,-20%,11%,-1%,0
CS(=O)(=O)c1ccc(C2=C(CNC(=O)c3ccncc3)[C@H]3CC[C@@H](C2)N3Cc2ccccc2)cc1,0%,-4,7%,7%,i,22%,u,3%,2
CCC1(CC)C(=O)NC(=Nc2cccc(C(F)(F)F)c2)NC1=O,6%,23,-9%,-5%,-64%[inhibitor][57.5 µM],0%,u,-12%,7
Cc1cc(C)cc(-n2c(O)c(C=Nc3ccc(N4CCOCC4)cc3)c(=O)[nH]c2=S)c1,-1%,-2,6%,4%,i,12%,17%,0%,-5
COc1ccc(NC(=O)CCn2cnc3onc(-c4ccc(F)cc4)c3c2=O)cc1OC,x,-6,0%,-15%,-19%,u,-28%,x,x
C[N+]12CN3CN(CN(C3)C1)C2,18%,0,0%,2%,i,6%,1%,-4%,-21
Cc1nnc(NC(=O)c2nc(S(=O)(=O)Cc3ccccc3)ncc2Cl)s1,0%,-10&-15,u,u,-23%&-25%,u,u,-6%,-23
CCOC(C[n+]1c(-c2ccccc2)cc(C)cc1-c1ccccc1)OCC,3%,-11,17%,-21%,-8%,-27%,9%,6%,7
CCC/C=N/O,-1%,21,23%,5%,-13%,2%,11%,-5%,46
COc1ccccc1N1CCN(Cc2ccccc2F)CC1,1%,-9,-8%,-3%,i,1%,10%,-2%,-92*
CCCC(C)C1(CC)C(=O)NC(=Nc2ccc(OC)cc2)NC1=O (configuration not stated),-6%,-1,-9%[0.397 µM],7%,-24%,9%,1%,12%,8
COc1ccc(-c2ccc3c(c2)CN(CC(C)C)Cc2cnnn2-3)cc1,0%,-5,15%,21%,-7%,9%,8%,u,-20
Cn1c(O)c(/C=C2\C=Nc3ccccc32)c(=O)n(C)c1=O,0%,2,6%,-24%,-7%,15%,22%,0%,-1
Cc1ccc(N=C(/N=C(\N)N[N+](=O)[O-])Nc2ccc(C)cc2)cc1,-3%,-7,-12%,0%,i,-16%,u,10%,-18
COc1cc(NC(=O)c2cccc3c(-c4cccnc4)coc23)cc(OC)c1OC,0%,19,16%,u,-88%[inhibitor],u,7.3µM*,-12%,37
N/C(=N\N=C\c1ccc(O)cc1O)N[N+](=O)[O-],0%,-4,7%,-29%,i,1%,11%,-1%,-64*
CN1C(=O)C(=Cc2c(OCc3cnc(Cl)s3)ccc3ccccc23)C(=O)N(C)C1=O,0%,3,25%,-24%,-17%,u,-29%,15%,9
O=C(CN1CC=C(c2ccccc2)CC1)NC(=O)NCc1ccccc1,-1%,-18,13%[9.22 µM],8%,-12%,-18%,-25%,4%,-17
CCN(CC)C(=O)c1ccc(NC(=O)c2cccc(S(=O)(=O)N3CCN(C)CC3)c2)cc1,-8%,-16,9%,16%,-20%,16%,x,7%,-4
COc1ccc(NP2(=O)NCCCN2)cc1,2%,5,-4%,1%,i,1%,1%,-1%,-1
C/C(CC(=O)Nc1ccc(Cl)cc1C(F)(F)F)=N\NC(N)=S,-8%,-12,2%,u,i,u,0%,5%,-17
COc1ccc(Cn2c(O)c(C=NCCN3CCOCC3)c(=O)[nH]c2=O)cc1,-2%,-7,4%,-5%,i,-1%,5%,-5%,0
CN(C)C(Cc1ccccc1)C(=O)c1ccc(-c2ccccc2)cc1 (configuration not stated),-1%,-20,u,35%[activator],14%[57.5 µM],u,u,11%,-9
Cc1ccc(C)c(Cn2c(C(=O)O)c(C=O)c3ccccc32)c1,-6%,3,14%,1%,-1%,-15%,0%,0%,-10
CN1C2CCC1CC(OC(=O)c1ccc(Cl)cc1)C2 (configuration not stated),0%,-13,2%,84%[activator],i,u,3%,-8%,u
Cc1ccc2[nH]c(C)c(CCNCc3ccco3)c2c1,-7%,-10,-4%,-9%,-20%,u,-7%,-6%,-25
O=c1[nH]c(O)c(/C=C2\C=Nc3ccc(OCc4ccccc4)cc32)c(=O)[nH]1,1%,-10,-16%,-8%,i,24%,-6%,17%,-14
CCN1CCN(C(=O)Cc2ccccc2OC)CC1,-5%,2,-11%,4%,i,6%,-4%,-1%,-7
CC(C(=O)c1c[nH]c2ccccc12)N1CCN(C(=O)c2ccco2)CC1 (configuration not stated),-13%,-12,-13%,-5%,-14%,5%,4%,-2%,-16
Cc1ccccc1CN1CCCN(Cc2ccc(Cl)cc2)S1(=O)=O,-14%,-1,-19%,14%,i,u,2%,11%,u
C=CCn1c(O)c(C(C)=NCc2ccco2)c(=O)[nH]c1=O,-2%,1,-1%,1%,-38%[inhibitor],7%,8%,1%,-1
COCCCN1CCN(c2nnc3n2-c2sc(Br)cc2C(c2ccccc2Cl)=NC3)CC1,-4%,-6,15%,10%,i,0%,-1%,3%,-57*
C[C@H](CO)N1C[C@H](C)[C@H](CN(C)C(=O)Oc2cccc3ccccc23)OCc2cnnn2CCCC1=O,-1%,-11,7%,1%,-9%,4%,3%,0%,-4
Cc1ccc(C2(O)CCN3CCCCC32)cc1 (configuration not stated),1%,1,-13%,74%[activator],-12%,14%,9%,1%,8
COc1ccc(CCC(=O)NCCc2cnc[nH]2)cc1,7%,6,16%,-5%,-6%,-10%,u,-3%,0
COc1ccc(-c2nn(CCC#N)cc2C(=O)Nc2ccccc2Br)cc1[N+](=O)[O-],2%,4,11%,-9%,i,63%[activator],-11%,35%,2
N=C1c2ccccc2CN1NC(=O)c1ccc(F)cc1,1%,-10,-10%,6%,-9%[57.5 µM],-10%,5%,0%,4
O=C(Nc1ccc2c(c1)OCO2)c1cccn(Cc2cccc([N+](=O)[O-])c2)c1=O,x,-10,7%,4%,i,-4%,4%,x,x
CC(=O)NN1C(=O)c2ccccc2NC1c1cccnc1 (configuration not stated),0%,-4,10%,20%,u,-1%,-14%,6%,-9
CCN1CCN(Cc2nnnn2C(C)(C)C)CC1,-7%,1,6%,-2%,i,-33%,-5%,-25%,-3
O=C(c1ccccc1F)c1cn(Cc2ccc(F)cc2)c2ccccc12,2%,-7,-33%[inhibitor],-16%,i,u,-3%,0%,6
COc1cccc2c1cc([N+](=O)[O-])c1c(C(=O)O)cc3c(c12)OCO3,-26%,-2,5%,-15%,-34%[inhibitor],u,-5%,0%,0
COc1ccc(-n2nc(C(=O)NCC(=O)N3CCC4(CC3)OCCO4)c3ccccc3c2=O)cc1Cl,-1%,3,2%,-9%,-13%,6%,6%,19%,35
Cc1cc(O)c(CN2CC=C(c3ccccc3)CC2)cc1C(C)C,-4%,-20,-18%,-2%,-64%[inhibitor],-27%,4%,6%,-73*
CC1(C)Cc2c(C#N)c(N3CCNCC3)nc(-c3ccco3)c2CS1,0%,-4,-15%,9%,-5%,-13%,-30%,-2%,-15
COc1ccccc1CN1CCCC(C(=O)c2ccccc2SC)C1 (configuration not stated),0%,-7,8%,0%[0.307 µM],-18%,-2%[0.307 µM],u,-2%,u
CC(C)[C@]12CC(=O)[C@H](C)[C@H]1C2,-4%,15,0%,1%,-18%,3%,9%,-2%,3
Cc1nn(Cc2ccccc2Cl)c(Cl)c1C(=O)OCC(=O)NCc1ccco1,3%,-7,-2%,3%,14%[57.5 µM],1%,-18%,5%,9
CC(C)c1ccc(Nc2ncc3c(n2)CCN(C(=O)Nc2ccc(F)c(Cl)c2)C3)cc1,-6%,4,u,u,-22%,u,18µM*,-8%,23
CCCCCCC(=O)N/N=C/c1c(O)n(C2CC2)c(=S)[nH]c1=O,-1%,-18,0%,-2%,-21%,5%,-7%,-2%,-19
O=C1SC(Cc2ccccc2)C(=O)N1c1ccccc1 (configuration not stated),1%,6,u,-3%,i,-5%,22%,14%,-9
CN1C(=O)N(C)C(=O)C2(Cc3ccccc3N3CCCC32)C1=O (configuration not stated),-2%,3,-20%,11%,i,0%,2%,1%,-25
CC(C)Oc1cccc(C(=O)C2CCCN(Cc3ccon3)C2)c1 (configuration not stated),2%,-13,9%,0%,-7%,u,-9%,4%,3
c1ccc2ncccc2c1,u,-10,-2%,0%,-24%,-3%,-2%&-3%,-1%,-24
CCCC1=C(C(=O)OCC)C2(C(=O)Nc3ccccc32)C(C#N)=C(N)O1 (configuration not stated),-8%,0,25%,-1%,i,13%,-5%,2%,-15
O=c1c2ccccc2[nH]c(=S)n1-c1ccc2c(c1)OCO2,6%,2,u,-9%,i,3%,-27%,0%,15

# An excerpt of these results, with each value named.
> N=C1c2ccccc2CN1NC(=O)c1ccc(F)cc1
- aSyn yeast inh = 1%
- D3 ag = -10
- TDP43 rescue = -10%
- HEK293 tox = 6%
- PTHR1 agonist = -9%[57.5 µM]
- GLP1R inv ag = -10%
- KB-V1 MDR tox = 5%
- GLP1R ag = 0%
- DRD3 antagonist = 4

> Cn1c(O)c(/C=C2\C=Nc3ccccc32)c(=O)n(C)c1=O
- aSyn yeast inh = 0%
- D3 ag = 2
- TDP43 rescue = 6%
- HEK293 tox = -24%
- PTHR1 agonist = -7%
- GLP1R inv ag = 15%
- KB-V1 MDR tox = 22%
- GLP1R ag = 0%
- DRD3 antagonist = -1

# Screening data: PubChem BioAssay, National Center for Advancing Translational Sciences (NCATS)
